C diff growth = C. difficile growth inhibitors, primary screen, HTS; Clostridium difficile clinical isolate growth, OD600, 24 h; active compounds read low; growth activity, negative = inhibition, % at 16 µg/mL (by protocol); actives 0.25% (n = 86,000); AID 1259249, 2017;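 active = mean growth activity at or below -80% and every replicate also at or below -80%; inconclusive = mean at or below -80% but some replicate above -80%; inactive = mean growth activity above -80%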;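 note: 0% = DMSO wells and -100% = levofloxacin 16 µg/mL wells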
Pf Dd2 inh = P. falciparum Dd2 growth inhibitors, primary screen, SYBR Green fluorescence, single dose replicates; activity change, % at 10 µM; actives 2.3% (n = 94,000); 72 h; active compounds read low; in the data active = activity change below about -80%; inconclusive = no clear call, values can overlap the other calls
KDM4C inh = inhibitors of GASC-1 (KDM4C) histone demethylase, primary screen, biochemical, single concentration HTS; inhibition, % at 12.5 µM; GST-KDM4C 2-372, H3K9me3 peptide, LANCE TR-FRET; actives 0.15% (n = 96,000); AID 720574, 2013;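 active = mean replicate inhibition above about 25%, with at least 55% of replicates also reaching it, limit read from the data, passing the limit was not always enough; inconclusive = only one of those two conditions met; inactive = neither condition met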
Target sequence (Q9H3R0 2-372 limits assumed): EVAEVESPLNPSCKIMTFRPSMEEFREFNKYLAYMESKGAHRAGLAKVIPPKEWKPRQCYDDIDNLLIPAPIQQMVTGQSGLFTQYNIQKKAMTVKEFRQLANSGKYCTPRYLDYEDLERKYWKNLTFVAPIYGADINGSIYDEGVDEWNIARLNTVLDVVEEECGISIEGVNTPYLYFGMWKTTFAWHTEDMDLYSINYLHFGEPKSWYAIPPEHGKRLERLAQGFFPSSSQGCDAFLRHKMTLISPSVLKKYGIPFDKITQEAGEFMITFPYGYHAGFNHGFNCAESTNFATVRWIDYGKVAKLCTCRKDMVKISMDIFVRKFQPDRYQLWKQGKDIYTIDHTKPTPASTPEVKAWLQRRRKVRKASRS
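Test system: N-terminal GST-fused human GASC-1 (KDM4C) fragment, residues 2-372; quantity: GASC-1 enzyme at 10 nM final in reaction; dosing: single dose; schedule: 30 min demethylation and 1 h detection at room temperature; signal: LANCE TR-FRET, excitation 340 nm, emissions 618 and 671 nm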
Tcruzi prolif = T. cruzi intracellular proliferation inhibitors, primary screen, cell-based, beta-gal Tulahuen parasites, NIH3T3 host, luminescence | actives 5.9% (n = 77,000) | T. cruzi beta-gal in NIH3T3, GalScreen luminescence, 90 h | inhibition, % at 8.34 µM | AID 624255, 2012;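 active = mean inhibition above about 93%, with at least 55% of replicates each passing it, limit read from the data, passing the limit was not always enough; inconclusive = only one of those two conditions holds; inactive = neither condition holds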
The depositor's hits bear a star; u = inconclusive; x = no result given; & = joins results of further samples.

SMILES	C diff growth	Pf Dd2 inh	KDM4C inh	Tcruzi prolif
COc1ccc(S(=O)(=O)Nc2cccc3c2O[C@@H](CN(C)CC2CC2)[C@H](C)CN([C@H](C)CO)C3=O)cc1	-2	38	0.9	30
Cc1noc(C)c1NC(=O)Nc1cccc2c1O[C@H](CN(C)C(=O)Nc1ccc(F)cc1)[C@H](C)CN([C@H](C)CO)C2=O	-1	7	-2.1	-28
O=C(C[C@H]1C[C@@H]2c3cc(NC(=O)Nc4ccccc4)ccc3O[C@@H]2[C@H](CO)O1)NCc1ccncc1	x	10	2.9	50
COc1ccccc1-c1cn(CC[C@H]2CC[C@@H](NC(=O)c3cnccn3)[C@@H](CO)O2)nn1	-2	2	0.7	11
CN(C)C(=O)C[C@@H]1CC[C@H]2[C@@H](COC[C@H](O)CN2S(=O)(=O)c2ccccc2)O1	2&1	60	-1.4	x
O=C(CCN1CCCCC1)NCC[C@H]1CC[C@@H](NC(=O)C2CCOCC2)[C@H](CO)O1	2	4	-0.9	26
CO[C@H]1CN(C)C(=O)c2ccc(NS(=O)(=O)c3ccccc3C)cc2OC[C@H](C)NC[C@@H]1C	1	29	0.3	x
C[C@H]1CN([C@@H](C)CO)C(=O)c2cccc(NC(=O)c3nc4ccccc4s3)c2O[C@@H]1CN(C)S(=O)(=O)c1ccc(F)cc1	-6	-56	-0.6	74
C[C@H](CO)N1C[C@H](C)[C@H](CN(C)S(=O)(=O)c2cccs2)Oc2c(NC(=O)c3cnccn3)cccc2C1=O	18	-4	-0.5	-3
C[C@@H]1CN([C@@H](C)CO)C(=O)c2cccc(NC(=O)c3ccncc3)c2O[C@@H]1CN(C)CC1CC1	-2	26	1.6	-27
COCC(=O)N[C@@H]1C=C[C@@H](CC(=O)NCc2ccccc2OC)O[C@@H]1CO	3	19	-1.0	-8
Cc1noc(C)c1NC(=O)Nc1cccc2c1O[C@H](CN(C)S(=O)(=O)c1cccs1)[C@@H](C)CN([C@@H](C)CO)C2=O	x	-11	1.4	-69
Cc1noc(C)c1S(=O)(=O)Nc1ccc2c(c1)C(=O)N([C@@H](C)CO)C[C@@H](C)[C@H](CN(C)Cc1ccc(C(=O)O)cc1)OCCCC[C@@H](C)O2	4	-4	2.5	20
CCNC(=O)c1cc2c(c(-c3cccc(-c4cccc(C(=O)N(C)C)c4)c3)n1)[C@@H](CCO)N([S@](=O)C(C)(C)C)C2	x	15	1.3	-49
COc1ccc(CN2CC3(CCN(C(=O)C4CCOCC4)CC3)c3c(n(C)c4cc(OC)ccc34)[C@H]2CO)cc1	5	-63	-0.2	x
COCC(=O)N1CC(=O)N2[C@H](CO)[C@@H](c3ccc(-c4ccncc4)cc3)[C@H]2C1	3	35	0.2	x
C[C@@H]1CN([C@H](C)CO)C(=O)c2cc(NC(=O)c3ccncc3)ccc2O[C@@H](C)CCCCO[C@@H]1CN(C)C(=O)C1CCCCC1	-1	7	-1.9	52
CN1c2ccc(C#Cc3cccnc3)cc2[C@@H]2[C@@H](CCN2S(=O)(=O)c2ccc(F)cc2)[C@H]1CO	-6	-70	-1.6	85
Cc1noc(C)c1NC(=O)Nc1cccc2c1O[C@@H](CN(C)Cc1ccc(Cl)c(Cl)c1)[C@@H](C)CN([C@@H](C)CO)C2=O	2	-10	-0.9	43
O=C(c1ccccc1F)N1CC[C@@H]2[C@H]1c1cc(C#Cc3ccc(F)cc3)ccc1N[C@@H]2CO	-5	-3	-5.6	67
O=C(C[C@H]1C[C@@H]2c3cc(NC(=O)Cc4ccncc4)ccc3O[C@@H]2[C@H](CO)O1)NCC1CC1	-2	8	-0.1	-10
C[C@@H]1CCCCO[C@H](CN(C)CC2CC2)[C@H](C)CN([C@@H](C)CO)C(=O)c2cc(NS(=O)(=O)c3cccs3)ccc2O1	1	-46	1.1	x
CCCNC(=O)N[C@@H]1C=C[C@H](CC(=O)NC2CCCCC2)O[C@@H]1CO	x	4	-0.4	11
CN(C)C(=O)C[C@@H]1C[C@H]2c3cc(NC(=O)Nc4ccccc4)ccc3O[C@H]2[C@H](CO)O1	-4	-8	1.2	14
C[C@@H]1CN([C@H](C)CO)C(=O)c2cccc(NC(=O)c3ccc(-c4nccs4)cc3)c2O[C@H]1CN(C)Cc1ccc(Oc2ccccc2)cc1	x	-52	-6.4	78

An excerpt of these results, as comma-separated lines:
molecule,C diff growth,Pf Dd2 inh,KDM4C inh,Tcruzi prolif
COCC(=O)N[C@@H]1C=C[C@@H](CC(=O)NCc2ccccc2OC)O[C@@H]1CO,3,19,-1.0,-8
Cc1noc(C)c1NC(=O)Nc1cccc2c1O[C@H](CN(C)S(=O)(=O)c1cccs1)[C@@H](C)CN([C@@H](C)CO)C2=O,x,-11,1.4,-69

More structures
SMILES	C diff growth	Pf Dd2 inh	KDM4C inh	Tcruzi prolif
C[C@@H]1CN([C@H](C)CO)C(=O)Cc2cc(NC(=O)CCC(F)(F)F)ccc2O[C@@H]1CN(C)C(=O)Nc1ccc(C(F)(F)F)cc1	-5	8	-2.5	1
C[C@@H]1CN([C@H](C)CO)S(=O)(=O)c2ccc(C#Cc3ccccc3F)cc2O[C@@H]1CN(C)C	1	-62	-0.6	6
O=C(C[C@@H]1CC[C@@H]2[C@H](COC[C@H](O)CN2CC2CCCC2)O1)NCC1CC1	0	-6	0.2	x
COc1ccccc1S(=O)(=O)N[C@@H]1CC[C@H](CCNC(=O)C2CC2)O[C@H]1CO	-1	-3	-1.9	x
C[C@H]1CCCCO[C@H](CN(C)S(=O)(=O)c2ccc(Cl)cc2)[C@@H](C)CN([C@@H](C)CO)C(=O)c2cc(NS(C)(=O)=O)ccc2O1	-12	-39	0.4	38
C[C@@H]1CN([C@H](C)CO)C(=O)c2cc(NC(=O)c3ccncc3)ccc2O[C@@H]1CN(C)Cc1ccc(-c2ccccc2)cc1	-18	-11	0.5	x
COCC(=O)N(C)C[C@H]1Oc2cc(-c3cncnc3)ccc2S(=O)(=O)N([C@@H](C)CO)C[C@H]1C	-2	34	-1.0	6
CN(C)C(=O)C[C@H]1C=C[C@@H](NC(=O)NC2CCCC2)[C@@H](CO)O1	0	-4	0.0	x
CC(C)NC(=O)N(C)C[C@H]1OCCCC[C@@H](C)Oc2ccc(NS(=O)(=O)c3cccs3)cc2C(=O)N([C@@H](C)CO)C[C@H]1C	3	x	-0.6	-72
COc1ccc(NC(=O)Nc2ccc3c(c2)[C@H]2C[C@@H](CC(=O)NCC4CC4)O[C@@H](CO)[C@H]2O3)cc1	-29	16	-2.4	-13
C/C=C/c1ccc([C@H]2[C@@H](CO)N(C(=O)NC3CCCCC3)[C@H]2C#N)cc1	16	-8	4.7	65
O=C(c1cccnc1)N1C[C@@H]2[C@H](c3ccccc31)[C@@H](CO)N2C(=O)C1CCCCC1	-5	-7	-1.3	19
C[C@@H]1CN([C@@H](C)CO)C(=O)c2cc(/C=C/c3ccccc3)cnc2O[C@@H]1CN(C)C(=O)C1CCOCC1	2	10	0.2	55
CN(C)CCCNC(=O)C[C@H]1CC[C@@H](NS(=O)(=O)c2ccc(F)cc2)[C@H](CO)O1	-3	-1	3.9	-18
O=C(C[C@@H]1C=C[C@@H](NC(=O)c2ccncc2)[C@H](CO)O1)Nc1ccc(-c2ccccc2)cc1	-27	-16	-1.3	-59
O=S(=O)(c1cccs1)N1CCCCN2[C@H](CO)[C@@H](c3ccc(Br)cc3)[C@H]2C1	-1	-11	-1.6	92
Cc1noc(C)c1S(=O)(=O)N(C)C[C@H]1OCCCC[C@H](C)Oc2ccc(NS(C)(=O)=O)cc2C(=O)N([C@H](C)CO)C[C@H]1C	1	20	1.2	-15
O=C(NCC[C@H]1CC[C@H](NS(=O)(=O)c2ccc(Oc3ccccc3)cc2)[C@H](CO)O1)C1CC1	-6	-6	2.4	22
C[C@@H]1CCCCO[C@H](CN(C)S(=O)(=O)c2ccc(F)cc2)[C@@H](C)CN([C@@H](C)CO)C(=O)c2cc(NC(=O)c3ccccc3)ccc2O1	7	-84*	0.1	x
C[C@@H]1CCCCO[C@H](CN(C)S(=O)(=O)c2ccccc2)[C@H](C)CN([C@@H](C)CO)C(=O)c2cc(NC(=O)CCCN(C)C)ccc2O1	-5	-7	2.4	-25
Cc1noc(C)c1NC(=O)Nc1ccc2c(c1)CC(=O)N([C@H](C)CO)C[C@@H](C)[C@@H](CN(C)Cc1ccc(C(F)(F)F)cc1)O2	-18	7	-3.4	9
OC[C@@H]1[C@H](c2ccccc2)C2(CN(Cc3nccs3)C2)N1CCC(F)(F)F	0	0	-0.5	x
Cc1noc(C)c1NC(=O)Nc1cccc2c1O[C@@H](CN(C)Cc1ccc(C(=O)O)cc1)[C@H](C)CN([C@@H](C)CO)C2=O	11	25	0.1	-88
CCCNC(=O)N[C@@H]1C=C[C@H](CC(=O)N2CCN(C)CC2)O[C@@H]1CO	x	-1	-2.6	-2
O=C(C[C@H]1CC[C@@H]2[C@H](COC[C@@H](O)CN2C(=O)Nc2ccc(C(F)(F)F)cc2)O1)NCCc1ccncc1	0	-2	-3.4	57
(more compounds)
SMILES	C diff growth	Pf Dd2 inh	KDM4C inh	Tcruzi prolif
Cc1cc(C(=O)Nc2cccc3c2O[C@H](CN(C)C(=O)NC(C)C)[C@@H](C)CN([C@@H](C)CO)C3=O)n(C)n1	-3	9	1.6	x
COCC(=O)N1CC2(CCN(Cc3nccs3)CC2)c2c(n(C)c3cc(OC)ccc23)[C@H]1CO	-3	-11	-1.3	x
Cc1noc(C)c1S(=O)(=O)Nc1cccc2c1O[C@H](CN(C)S(=O)(=O)c1ccccc1)[C@H](C)CN([C@@H](C)CO)C2=O	4	-24	-0.2	35
O=C(C[C@H]1C[C@@H]2c3cc(NS(=O)(=O)c4ccc(F)cc4)ccc3O[C@@H]2[C@H](CO)O1)N1CCOCC1	-2	23	0.4	17
COc1cccc(NC(=O)N[C@@H]2C=C[C@H](CC(=O)N3CCOCC3)O[C@@H]2CO)c1	-3	-12	1.1	x
CO[C@H]1CN(C)C(=O)c2cc(NS(=O)(=O)CC(F)(F)F)ccc2OC[C@@H](C)N(Cc2nccs2)C[C@@H]1C	x	7	0.0	11
COc1ccccc1C#Cc1ccc([C@H]2[C@@H](C#N)N(C(=O)C3CCC3)[C@@H]2CO)cc1	1	-77	0.4	u
C[C@@H]1CN([C@H](C)CO)S(=O)(=O)c2ccc(-c3cccc(C#N)c3)cc2O[C@H]1CN(C)C	-1	-18	7.7	110*
COc1ccc(NC(=O)N(C)C[C@@H]2Oc3ccc(NC(=O)Cc4ccccc4)cc3CC(=O)N([C@H](C)CO)C[C@@H]2C)cc1	-6	-10	-1.2	29
CN(C)CC(=O)N[C@H]1CC[C@H](CCNC(=O)Nc2ccc(F)cc2)O[C@@H]1CO	x	-26	0.2	44
C[C@H](CO)N1C[C@H](C)[C@@H](CN(C)S(=O)(=O)c2cccs2)Oc2ccc(NS(=O)(=O)c3ccc(Cl)cc3)cc2CC1=O	0	-69	-1.9	25
O=C(c1ccccc1F)N1CC(=O)N2[C@H](CO)[C@@H](c3ccc(-c4cccnc4)cc3)[C@H]2C1	4	22	-0.7	x
Cc1cccc(NC(=O)Nc2ccc3c(c2)C(=O)N(C)[C@@H]2CC[C@H](CC(=O)O)O[C@H]2CO3)c1	10	-10	2.4	11
CO[C@@H]1CN(C)C(=O)c2cc(NC(=O)c3cccc(Oc4ccccc4)c3)ccc2OC[C@H](C)NC[C@H]1C	x	x	-2.1	-29
Cc1ccc(S(=O)(=O)N(C)C[C@H]2Oc3ccc(NS(=O)(=O)c4ccccc4)cc3C(=O)N([C@H](C)CO)C[C@@H]2C)cc1	4	-52	0.4	-43
C[C@@H]1CN([C@H](C)CO)C(=O)Cc2cc(NC(=O)C3CCCCC3)ccc2O[C@@H]1CN(C)S(=O)(=O)c1cn(C)cn1	-5	45	-0.8	0
CC(=O)N(C)C[C@@H]1Oc2cc(-c3ccncc3)ccc2S(=O)(=O)N([C@H](C)CO)C[C@H]1C	-3	-10	-0.3	42

Complete entries, looked up by structure. Screens in order: C diff growth	Pf Dd2 inh	KDM4C inh	Tcruzi prolif
`CN(C)CC(=O)N[C@H]1CC[C@H](CCNC(=O)Nc2ccc(F)cc2)O[C@@H]1CO` in the list: x	-26	0.2	44
`Cc1noc(C)c1S(=O)(=O)Nc1cccc2c1O[C@H](CN(C)S(=O)(=O)c1ccccc1)[C@H](C)CN([C@@H](C)CO)C2=O` in the list: 4	-24	-0.2	35
`COCC(=O)N1CC2(CCN(Cc3nccs3)CC2)c2c(n(C)c3cc(OC)ccc23)[C@H]1CO` in the list: -3	-11	-1.3	x

High-throughput results: PubChem BioAssay, Broad Institute
